From PubChem BioAssay
p97 inhibitor: inhibitors of human p97 ATPase, primary screen, biochemical; AID 1481, 2009; actives 0.42% (n = 220,000); inhibition, % at 8 µM; Transitional endoplasmic reticulum ATPase (Homo sapiens), P55072; recombinant p97 ATPase, Kinase-Glo ATP luminescence, 3 h; in the data active = inhibition above about 15%;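 also: 0% = DMSO vehicle and 100% = wells lacking enzyme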
Target sequence (P55072 whole entry, looked up): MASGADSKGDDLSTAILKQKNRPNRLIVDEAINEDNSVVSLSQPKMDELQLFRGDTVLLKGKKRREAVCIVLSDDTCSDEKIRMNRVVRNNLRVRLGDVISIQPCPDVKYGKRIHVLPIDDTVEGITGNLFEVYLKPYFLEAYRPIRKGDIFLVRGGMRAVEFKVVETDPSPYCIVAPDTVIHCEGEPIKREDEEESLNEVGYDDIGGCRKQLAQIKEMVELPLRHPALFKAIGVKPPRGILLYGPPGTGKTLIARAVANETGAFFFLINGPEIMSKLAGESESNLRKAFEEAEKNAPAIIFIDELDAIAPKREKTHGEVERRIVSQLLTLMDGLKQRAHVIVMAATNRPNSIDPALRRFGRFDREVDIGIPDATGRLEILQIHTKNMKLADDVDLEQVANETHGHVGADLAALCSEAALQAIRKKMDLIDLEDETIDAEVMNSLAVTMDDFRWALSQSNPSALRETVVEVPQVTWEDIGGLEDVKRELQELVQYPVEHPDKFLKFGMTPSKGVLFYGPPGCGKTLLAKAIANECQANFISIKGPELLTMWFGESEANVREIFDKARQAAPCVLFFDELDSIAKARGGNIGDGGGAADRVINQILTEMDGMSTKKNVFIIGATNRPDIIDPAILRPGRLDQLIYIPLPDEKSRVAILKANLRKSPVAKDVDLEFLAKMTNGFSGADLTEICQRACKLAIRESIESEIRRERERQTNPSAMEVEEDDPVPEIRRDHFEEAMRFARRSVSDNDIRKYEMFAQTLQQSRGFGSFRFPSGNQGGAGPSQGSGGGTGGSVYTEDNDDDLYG
TbHK1 inh: Trypanosoma brucei hexokinase 1 inhibitors, primary screen, biochemical, G6PDH-coupled NADH absorbance, MLSCN library; hexokinase 1 [Trypanosoma brucei]; recombinant TbHK1, G6PDH-coupled NADH A340; inhibition, % at 10 µM; actives 0.11% (n = 220,000);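 active = inhibition of 50% or more in the single-dose primary screen; inactive = inhibition below 50%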
p47phox inh: p47phox/p22phox peptide binding inhibitors, primary screen, biochemical, uHTS, NADPH oxidase regulatory subunit | fluorescence polarization, 2 h | inhibition, % at 24.7 µM | AID 1274, 2008 | Neutrophil cytosol factor 1 (Homo sapiens), P14598 | actives 0.53% (n = 220,000);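 active = inhibition above about 30%, limit read from the data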;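 also: 0% = p47phox with labelled peptide and 100% = labelled peptide alone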
m-calpain inh: inhibitors of pig calpain II, primary screen, biochemical, fluorogenic peptide substrate, 1536-well. AID 1236, 2008. purified calpain II, 30 min. actives 0.37% (n = 220,000). inhibition, % at 16 µM;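 active = inhibition above about 50%, limit read from the data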
Runt-CBFb FRET: inhibitors of RUNX1 Runt–CBFb binding, primary screen, biochemical, FRET, Cerulean-Runt, Venus-CBFb, uHTS | Runt-related transcription factor 1 (Homo sapiens) + Core-binding factor subunit beta … | Cerulean-Runt/Venus-CBFb FRET ratio 530/480, 1 h | inhibition, % at 20 µM | actives 0.46% (n = 220,000);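 active = inhibition over about 50% at 20 µM in the single-dose screen, limit read from the data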;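 also: 0% = DMSO wells and 100% = excess unlabeled CBFb competitor control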
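Assay system: Cerulean-tagged RUNX1 Runt domain (FRET donor) fusion protein / Amount: 100 nM each of Venus-CBFb and Cerulean-Runt domain / Medium: Tris buffer pH 7.5 with salts and BSA / Also added: Venus-CBFb 100 nM / Schedule: 1 h complex formation plus 1 h compound treatment, room temperature / Signal: FRET fluorescence / Read-out: loss of energy transfer signal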
Furin inhibitor: human furin inhibitors, primary screen, biochemical, fluorescence intensity | inhibition, % at 30 µM | P09958 | purified furin, fluorogenic substrate cleavage | actives 0.061% (n = 220,000); in the data active = inhibition above about 25%; also: inactives centre near -15
Runt-SMMHC FRET: inhibitors of RUNX1 Runt–CBFb-SMMHC binding, primary screen, biochemical, FRET, Cerulean-Runt, Venus-CBFb-SMMHC, uHTS | AID 1434, 2008 | Cerulean-Runt/Venus-CBFb-SMMHC FRET ratio 530/480, 1 h | inhibition, % at 20 µM | actives 0.74% (n = 220,000) | Runt-related transcription factor 1 (Homo sapiens) + Core-binding factor subunit beta …;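 active = mean inhibition across duplicate retests at 20 µM reaching about 50%, limit read from the data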;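 also: 0% = DMSO wells and 100% = wells with excess untagged CBFb-SMMHC; inhibitors lower the FRET ratio by blocking Runt binding to CBFb-SMMHC; some results filed as inactive read as strong as hits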
EBV gp42 inh: Epstein-Barr virus gp42 inhibitors, primary screen, biochemical, uHTS, fluorescence polarization | AID 1085, 2008 | Glycoprotein 42 (Epstein-Barr virus (strain AG876)), Q1HVG2 | actives 0.42% (n = 220,000) | Fluorescence polarization binding assay, mP read-out | inhibition, % (tested at 21.74 µM); in the data active = inhibition above about 50%
RBBP9 inhibitor: human RBBP9 inhibitors, primary screen, biochemical, fluorescence polarization, FP-Rh probe, HTS; actives 0.2% (n = 220,000); Serine hydrolase RBBP9 (Homo sapiens), O75884; recombinant RBBP9; inhibition, % at 7.94 µM;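 active = inhibition above the campaign mean of all tested compounds plus 3 SD, cut at about 14% in these data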;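 also: plate controls were DMSO wells with RBBP9 for no effect and wells lacking RBBP9 protein for full effect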
Target sequence (O75884 whole entry, looked up): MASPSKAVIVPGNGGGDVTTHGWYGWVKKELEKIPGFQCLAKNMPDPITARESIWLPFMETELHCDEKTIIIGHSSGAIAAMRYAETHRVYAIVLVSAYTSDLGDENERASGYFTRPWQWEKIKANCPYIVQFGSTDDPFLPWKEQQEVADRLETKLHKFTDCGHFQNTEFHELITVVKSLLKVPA
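System: RBBP9 protein / Quantity: 2.5 µM RBBP9 dispensing solution, before mixing / Also added: Serine-hydrolase probe FP-Rh, 375 nM pre-mixing / Dosing: 7.94 µM single dose, 0.794% DMSO / Timing: enzyme-compound preincubation 30 min, then probe labeling 45 min, 25 °C / Signal: FP readout at 525/598 nm / Controls: DMSO-treated enzyme wells and wells lacking RBBP9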
* = called active by the depositor; nt = not tested or not shown; [ ] = another dose, or the depositor's remark.

SMILES	p97 inhibitor	TbHK1 inh	p47phox inh	m-calpain inh	Runt-CBFb FRET	Furin inhibitor	Runt-SMMHC FRET	EBV gp42 inh	RBBP9 inhibitor
O=c1cc2oc3cc(O)c(O)cc3c(-c3ccccc3O)c-2cc1O	29*	2	-298	10	-79	2	-409	150*	13
Cc1cccc(NC(=O)Cn2cc([N+](=O)[O-])cn2)n1	5	-15	-2	-9	1	-18	-2	-6	-5
COc1c(C(=O)NNC(=O)c2ccccc2)csc1Br	-2	3	-20	14	-2	-16	0	-12	-8
O=c1c2ccccc2nc(SCc2nnc(-c3ccccc3Br)o2)n1Cc1ccco1	-2	10	-21	5	10	-12	6	-57	-13
COc1ccc(-n2nc(C(=O)NCC(=O)NCc3ccco3)c3ccccc3c2=O)c(OC)c1	3	0	-8	-6	2	-17[20 µM]	1	-7	0
Nc1ccccc1SCC(=O)N1CCc2ccccc21	1	4	-4	-7	0	-28	0	-16	-2
CC1(C)Cc2cccc(OCC(=O)Nc3cc(C(F)(F)F)ccc3N3CCOCC3)c2O1	-1	-6	-20	-77	-1	-21[20 µM]	-5	-3	6
Cc1ccc(-c2nnc(SCC(=O)N/N=C/c3ccc(C)s3)n2-c2ccc(C)cc2)cc1	-1	-8	-8	-68	-4	-17	-6	-1	-2
O=c1c2ccccc2nc(-c2ccccc2)n1Cc1ccccc1	0	-7	-10	3	0	-21	1	-10	-4
CCOC(=O)c1oc2ccccc2c1NC(=O)c1ccc(S(=O)(=O)N2CCCC2)cc1	4	-1	-4	-33	-3	-23	2	-2	-3
O=C1CC2CS(=O)(=O)CC2N1c1ccc(Oc2ccccc2)cc1 (stereo not drawn)	3	1	-7	-21	-1	-4[20 µM]	-5	0	2
CC(C)(C)C(=O)Nc1ccc(-c2cn3ccsc3n2)cc1	2	-2	1	-8	3	-19	4	-5	0
O=C(Nc1ccc(N2C(=O)C3C4C=CC(C4)C3C2=O)cc1Cl)c1cccs1 (stereo not drawn)	0	-3	-4	-12	1	-30	-1	-7	-3
COc1ccc(/C=N/OCC(=O)N2CCCC2)c(OC)c1	5	1	-1	-11	0	-27	0	-8	-10
CC(=O)C(Sc1nc(-c2ccc(F)cc2)nc2c1c(=O)n(C)c(=O)n2C)C(C)=O	1	-21	-7	-7	-2	-25	-2	-12	0
COc1cc(/C=N/NC(=O)c2ccc(-c3ccccc3)cc2)cc(OC)c1OC	0	-13	-1	-35	-4	-24	-10	-15	-9
COc1ccc(C2N(c3ccccc3)C(=S)N3CCCN23)cc1 (stereo not drawn)	2	5	-3	-2	-1	-24	-1	1	0
Cc1ccc2nc(NC(=O)Cn3cc4c(n3)CCCCC4)sc2c1	0	-2	-4	20	2	-18	10	-10	4
CCOC(=O)c1ccc(-n2nc(C)cc2C)cc1	-1	-5	-1	-14	1	-7	-1	-2	-8
Cc1ccc(NC(=O)CCOc2ccccc2C)cc1F	-6	-7	5	1	-2	-12	1	12	-7

Look-ups from the list:
CC(=O)C(Sc1nc(-c2ccc(F)cc2)nc2c1c(=O)n(C)c(=O)n2C)C(C)=O | m-calpain inh = -7
CC(C)(C)C(=O)Nc1ccc(-c2cn3ccsc3n2)cc1 | Furin inhibitor = -19
Cc1ccc(NC(=O)CCOc2ccccc2C)cc1F | m-calpain inh = 1

Other records:
SMILES	p97 inhibitor	TbHK1 inh	p47phox inh	m-calpain inh	Runt-CBFb FRET	Furin inhibitor	Runt-SMMHC FRET	EBV gp42 inh	RBBP9 inhibitor
COc1cc(OC)cc(C(=O)n2nc(C)cc2C)c1	3	6	-22	-15	-1	-20[20 µM]	-3	-9	0
CCCCOC(=O)Cn1c(=N)n(CCC)c2ccccc21	-4	6	-1	23	8	-12	-6	-7	0
Cc1nc(-c2cnn(-c3ccccc3)c2)c2cc(C)oc2n1	1	-10	-10	-195	-2	-31	-2	-6	-3
CCn1nc(C)c([N+](=O)[O-])c1C(=O)NNC(=O)c1ccccc1Cl	2	-11	7	-20	3	-5	-2	-10	2
CN1C(=O)N(C)C2(C)CC1(C)N(C)C(=O)N2C	2	-8	-7	-16	3	-17	-2	-13	-10
CC(C)(C)NC(=O)CSc1nc(O)cc(=O)n1-c1ccccc1F	4	2	-159	-11	-1	-17	0	-78	-6
O=C(NC(CO)(CO)CO)c1coc(=O)c(Br)c1	4	-35	-2	2	0	7[20 µM]	-6	4	1
Cc1ccnc(NC(=O)c2ccc(Cl)c(NC(=O)C(C)Oc3ccccc3)c2)c1 (stereo not drawn)	2	-2	-7	24	-2	-21	3	2	-9
CCOc1c(OC)cccc1C1CC(=O)Nc2cc3c(cc21)OCCO3 (stereo not drawn)	1	-3	0	28	-1	-26	0	0	-4
NNC(=O)c1ccc(COc2ccc([N+](=O)[O-])cc2)o1	-3	-12	-15	27	-2	2	2	-10	-6

Grouped by structure: those above containing a thiophene ring, fused or not (3)
SMILES	p97 inhibitor	TbHK1 inh	p47phox inh	m-calpain inh	Runt-CBFb FRET	Furin inhibitor	Runt-SMMHC FRET	EBV gp42 inh	RBBP9 inhibitor
COc1c(C(=O)NNC(=O)c2ccccc2)csc1Br	-2	3	-20	14	-2	-16	0	-12	-8
Cc1ccc(-c2nnc(SCC(=O)N/N=C/c3ccc(C)s3)n2-c2ccc(C)cc2)cc1	-1	-8	-8	-68	-4	-17	-6	-1	-2
O=C(Nc1ccc(N2C(=O)C3C4C=CC(C4)C3C2=O)cc1Cl)c1cccs1 (stereo not drawn)	0	-3	-4	-12	1	-30	-1	-7	-3

(further entries)
SMILES	p97 inhibitor	TbHK1 inh	p47phox inh	m-calpain inh	Runt-CBFb FRET	Furin inhibitor	Runt-SMMHC FRET	EBV gp42 inh	RBBP9 inhibitor
O=C(C1=NN(c2ccccc2)C2C(=O)N(c3ccccc3)C(=O)C12)c1ccccc1 (stereo not drawn)	7	7	-9	-55	-266	-14	-159	59*	-2
CCOC(=O)C1CCCN(C(=O)CN2C(=O)C(CC)Oc3ccc(C)cc32)C1 (stereo not drawn)	3	-2	0	8	0	-14	-3	-2	4
N=C1/C(=C\c2ccc(OCc3ccccc3)cc2)C(=O)N=C2SC(N3CCCC3)=NN12	3	-17	-1	-6	-4	-18	-6	-7	1
Cc1ccc2c(c1)S/C(=C/c1ccc[n+](C)c1)N2CCO	-1	-1	-12	1	nt	-5	0	-37	-3
CN(C)S(=O)(=O)c1cccc(NC(=O)c2ccc3nccnc3c2)c1	-3	-10	-8	14	1	-13	-1	-2	-14
CC(C)COC(=O)N(C)c1ccc(C(O)(C(F)(F)F)C(F)(F)F)cc1	-1	4	-9	23	-3	-37[20 µM]	-1	-15	3
O=c1cc(N2CCCCCC2)[nH]c(=O)n1-c1ccccc1Cl	6	-2	-6	-12	-1	-20	1	-10	2
CC1CC(=O)N(c2ccc(NCCc3ccccc3)c([N+](=O)[O-])c2)C1=O (stereo not drawn)	-4	-5	-25	16	-9	-21	-6	2	0
O=C(Nc1ccc(-c2nc3cc(NC(=O)c4cccs4)ccc3o2)cc1)c1cccs1	4	-17	10	-31	-1	-22[20 µM]	-8	-13	-1
CN(C)c1ccc(CN2CCC(C(N)=O)CC2)cc1	3	0	-2	-17	3	-18	2	-7	-7
C/C=C\C(=O)Nc1cccc(C2=NOC3(C2)C[C@H](C(N)=O)N(C(=O)/C=C/CC)C3)c1 (stereo partly drawn)	nt	-14	-7	-11	2	-25	0	-11	nt
NC(=O)CSc1nnc(-c2ccncc2)n1CCc1ccccc1	-1	7	-10	-33	-2	-18	3	3	-7
O=C(CSc1nnc(SCc2ccc(Cl)cc2)s1)c1ccc2c(c1)OCO2	2	11	-21	0	-3	-20	-1	-4	-8
S=c1[nH]nc(CNc2cccc(Cl)c2)o1	2	-2	3	8	8	-25	-2	-6	0
COc1ccc2c(c1)C(=O)N(c1ccccc1)C(=O)C2	3	0	-16	-65	-3	-7[20 µM]	-14	25	1
Cc1ccc(CC2CC(=O)N(CCc3ccccc3)C2=O)cc1 (stereo not drawn)	2	6	0	2	-2	-15	0	-15	-7
CCn1cnc2cc(NC(=O)c3cccs3)ccc21	1	-4	-9	-26	0	-25	3	4	-8
CN1C(N)=NC(=O)/C1=C/c1ccccc1F	4	-17	-9	40	-2	-9	17	-14	-6
CC(C)c1ccc(/C=C2\C(=O)N(CCN3CCOCC3)C(=S)N2C)cc1	-5	-15	-5	-4	-3	-24	0	0	-2
CCOn1c(=O)c(=O)n(OC)c2ccccc21	6	-9	-2	1	1	-22	2	-10	-5
CSc1nnc(C(C)(C)C)c(=O)n1/N=C/c1ccccc1O	-2	-11	-8	-13	-1	-2	1	-7	-9
COC(=O)c1ccc(NC(=O)CCn2c(=O)oc3ccccc32)cc1	5	5	-10	7	-2	-12	-3	-13	1
OC(COCc1cccs1)CN1CCCCCC1 (stereo not drawn)	-2	7	-15	-25	0	-30	3	-2	-4
CN(c1ccccc1)S(=O)(=O)c1cccc(NC(=O)Cn2cnc3ccccc3c2=O)c1	7	1	-10	-20	1	-15[20 µM]	0	-5	-5
COc1ccc(C)cc1N(C(=O)c1ccccc1)c1nc2ccccc2s1	2	5	-24	27	2	-25	3	-17	-7
CCN1CCc2nc3ccccc3c(C(=O)Nc3ccc(C#N)cc3)c2C1	5	-4	-3	-32	-1	-24	-3	-5	7
Cc1ccc(Nc2c3c(nc4ncnn24)CC(C)CC3)cc1 (stereo not drawn)	1	-17	2	13	2	-7[20 µM]	2	-4	7
N#Cc1c(N2CCCCC2)nc(N2CCCCC2)c2c1CCN(Cc1ccccc1)C2	-3	5	-31	-74	-3	-8[20 µM]	-14	-19	-5
c1ccc(CC(Nc2ccccn2)c2ccccc2)cc1 (stereo not drawn)	1	1	23	-8	1	-18	2	-6	4
CCOC(=O)CN(C(=O)COc1nc(-c2ccccc2)cc(C)c1C#N)c1ccccc1	-10	-2	-8	-20	-2	-4	-1	-8	-6
CC(=O)N(CCS(=O)(=O)c1ccc(Cl)cc1)Cc1cccs1	2	6	2	8	0	-13	1	-9	-7
Cc1onc(-c2c(F)cccc2Cl)c1C(=O)Nc1nc2ccccc2[nH]1	3	-3	-60	-8	4	-17[20 µM]	-1	-14	-11
N#Cc1ccsc1NC(=O)CN1CCN(c2ccccn2)CC1	2	-9	-19	-62	-2	-8[20 µM]	-2	-8	2
CCOP(=O)(OCC)C(Nc1cccc(C(F)(F)F)c1)c1ccc(C)cc1 (stereo not drawn)	3	-8	-17	-13	-8	-1	-4	-11	-2
CCOC(=O)C1CCN(C(=O)Cn2cc(C(=O)OC)c3ccccc32)CC1	8	-4	-4	-6	-1	-24	2	-11	-3
CSCC[C@H](NC(=O)OC(C)(C)C)c1nnc(SCc2cccc(F)c2)o1	-1	-15	-15	-3	-2	-13	-2	-17	6
FC(F)(F)c1cc(Sc2ccccc2)nc(-c2ccccn2)n1	-12	-2	-3	-8	-4	-6	-2	-12	-5
